# GAA glycogen mod = alters human alpha-glucosidase cleavage of glycogen; P10253; recombinant GAA, glycogen substrate, Amplex Red glucose oxidase fluorescence; Potency, µM (top dose mostly 76.4 µM), without a hit: top-dose activity change, negative = inhibition, actives largely listed as inhibitors; 300,000 tested, 0.38% active; AID 2100;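 further: 0% = full enzyme reaction and -100% = no-enzyme basal signal; the screen sought inhibitors and activators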
#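 Recombinant human enzyme (4 nM); glycogen substrate; 37 C, 40 min, pH 5.0. Readout: coupled glucose oxidase/Amplex Red fluorescence.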
# GAA spleen mod = inhibitors or activators of human alpha-glucosidase in spleen homogenate; 240,000 tested, 0.006% active; P10253; AID 2112; Potency, µM (top dose mostly 79.9 µM), inactives show top-dose activity change, negative = inhibition, most hits filed as inhibitors; human spleen homogenate, 4-MU-alpha-glucoside fluorescence;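 further: 0% = enzyme with vehicle and -100% = no enzyme basal signal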
#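 AC50 values come from Hill-equation fits of concentration-response data, normalized to no-enzyme and full-activity controls. Enzyme source: 1 ug human spleen homogenate; 1 mM fluorogenic 4-MU glucoside, pH 5.0 citrate buffer, 37 C, 40 min.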
# RECQ1 inh = blocks DNA unwinding by human RECQ1; RECQ1 DNA unwinding, red fluorescence kinetic read; Potency, µM (top dose mostly 57.3 µM), for inactives: top-dose activity, negative = inhibition, actives largely listed as inhibitors; 240,000 tested, 0.54% active;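 further: plate controls were vehicle for no effect and no enzyme for full effect; nearly all actives have a fitted effect of over 30% in size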
#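 RECQ1T1 50 nM; forked duplex (20 bp + 30-nt ss tails) 200 nM, ATP 2 mM final; pH 8.0, 2 mM MgCl2, 2.5 ug/ml poly(dI-dC); 15 min compound preincubation; discontinuous kinetic read over 2 h at RT.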
# RGS12 GoLoco inh = inhibitors of human Gai1-RGS12 GoLoco interaction (red fluorophore). Potency, µM (series often up to 61.6 µM), for inactives: top-dose activity, negative = inhibition, most hits filed as inhibitors. P63096. Gai1:RGS12 GoLoco peptide FP, rhodamine, 10 min. AID 880. 230,000 tested, 0.44% active; active means well fitted inhibition curve with a large enough effect, not every such curve was filed as active; inactive means no such curve, though single readings can be large or run the other way; further: nearly all actives have a fitted effect of over 30% in size; many of its hits are not listed in these tables
# Target sequence (P63096 whole entry, looked up): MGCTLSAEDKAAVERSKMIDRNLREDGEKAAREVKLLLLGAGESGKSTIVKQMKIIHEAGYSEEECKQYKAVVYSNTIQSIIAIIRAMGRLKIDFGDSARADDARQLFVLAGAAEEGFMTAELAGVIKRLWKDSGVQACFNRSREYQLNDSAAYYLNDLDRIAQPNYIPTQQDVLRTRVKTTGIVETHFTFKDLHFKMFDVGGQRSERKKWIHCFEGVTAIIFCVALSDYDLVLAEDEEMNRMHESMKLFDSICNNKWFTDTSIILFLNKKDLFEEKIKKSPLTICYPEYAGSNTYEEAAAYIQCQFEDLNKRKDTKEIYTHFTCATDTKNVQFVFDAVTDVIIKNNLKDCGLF
# TRb-SRC2 inh = inhibitors of human thyroid hormone receptor beta-SRC2 interaction | TRbeta-SRC2 peptide binding, fluorescence polarization; receptor liganded with 1 µM T3 | Potency, µM (highest dose often 106 µM), inactives show at the top dose activity change, negative = inhibition, hits mostly inhibitors | 280,000 tested, 0.065% active | AID 1469;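 further: plate controls were bound peptide for no effect and peptide without receptor for full effect; nearly all actives have a fitted effect of over 50% in size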
# Target sequence (P10828 whole entry, looked up): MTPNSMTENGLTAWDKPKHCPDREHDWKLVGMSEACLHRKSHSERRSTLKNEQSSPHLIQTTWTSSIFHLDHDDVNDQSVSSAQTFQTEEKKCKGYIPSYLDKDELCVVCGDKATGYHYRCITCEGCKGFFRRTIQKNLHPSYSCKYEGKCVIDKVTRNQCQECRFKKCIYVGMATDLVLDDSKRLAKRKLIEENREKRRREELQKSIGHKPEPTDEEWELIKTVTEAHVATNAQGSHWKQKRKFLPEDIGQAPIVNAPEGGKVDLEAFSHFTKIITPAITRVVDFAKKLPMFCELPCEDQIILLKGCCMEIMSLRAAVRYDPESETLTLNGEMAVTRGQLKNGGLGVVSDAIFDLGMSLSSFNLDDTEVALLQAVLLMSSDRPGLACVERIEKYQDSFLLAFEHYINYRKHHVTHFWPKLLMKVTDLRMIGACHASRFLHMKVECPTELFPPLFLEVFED
#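 Quantitative HTS by FP: 0.6 uM TRb LBD, 20 nM labeled SRC2 20-mer, 1 uM T3, 5% DMSO; 5 hr ambient incubation; % activity per concentration and potencies from concentration series.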
# TexasRed fluor = counter-screen for TRb-SRC2 inhibitors: fluorescence interference. TRb/SRC2 Texas Red total fluorescence interference. Potency, µM (series often up to 106 µM), without a hit: at the highest dose fluorescence change, negative = quenching. 280,000 tested, 0.29% active. AID 1479; active means well fitted curve in either direction with a large enough effect; inconclusive means small, poorly fitted or top-dose-only effect
#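 Human TRb ligand-binding domain at 0.6 uM with 20 nM Texas Red SRC2 peptide in Tris buffer containing 1 uM T3 and 5% DMSO, incubated with compound 5 h at ambient temperature. Total fluorescence (555/632 nm) calculated as parallel + 2 × perpendicular.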
# GAA inh = inhibitors of human lysosomal alpha-glucosidase; P10253; purified human GAA, 4-MU-alpha-glucoside fluorescence; Potency, µM (highest dose often 76.9 µM), inactives show top-dose activity change, negative = inhibition, most hits filed as inhibitors; 200,000 tested, 0.005% active; AID 1466;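 further: plate controls were uninhibited enzyme wells for no effect and no-enzyme background for full effect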
#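 Human enzyme at 4 nM with 400 uM 4-methylumbelliferyl-alpha-D-pyranoside, citrate/phosphate buffer pH 5.0, 0.005% Tween-20, 20 min at room temperature. Compounds up to 77 uM. 4-MU fluorescence (Ex 365/Em 440) read after NaOH/glycine stop; AC50 from Hill fit.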
# L3MBTL1 inh = inhibitors of human L3MBTL1; Q9Y468; AlphaScreen L3MBTL1–H3K9me1 peptide binding; Potency, µM (highest dose often 57.1 µM), for the others: at the top dose activity, negative = inhibition, actives largely listed as inhibitors; 230,000 tested, 0.66% active; AID 485360; further: nearly all actives have a fitted effect of over 60% in size
#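 First, the protein-peptide complex forms for 30 min at room temperature (L3MBTL1 50 nM, biotinylated H3K9me1 peptide 75 nM). Next, compounds are pin-transferred and incubated 30 min. Finally, AlphaScreen beads are added and read after 30 min.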
# Numbers without * were called inactive; i = inactive; u = inconclusive; x = no result given; [ ] = dose if it differs, or a comment. Unless noted, the call rests on the fitted dose curve; in most records, active means well fitted curve in the direction sought with a large enough effect; inconclusive means small, poorly fitted or top-dose-only effect, or another doubt; inactive means no such curve, though single readings can be large; an effect the other way counts as inactive or inconclusive. Unless noted, on the % scale 0 is the no-effect control and ±100 the full control effect; potency means the concentration at half of the fitted maximal effect. This is a subset, so the mix of outcomes need not match the whole.
SMILES,GAA glycogen mod,GAA spleen mod,RECQ1 inh,RGS12 GoLoco inh,TRb-SRC2 inh,TexasRed fluor,GAA inh,L3MBTL1 inh
CC1=CSC2=NC(=O)/C(=C\c3cccn3-c3ccccc3)C(=N)N12,-7%,2%,-1%,99%[activator],-4%,-4%,-6%,-10%
Cc1ccc(OCCOc2cccc3ccc(C)nc23)c([N+](=O)[O-])c1,-14%,-5%,i,12%,-5%,1%,2%,-14%
Cc1ccc(N/C=C2\C(=O)C3(C)CCC2C3(C)C)cc1C (stereo not drawn),0%,-3%,-2%,165%[activator],-5%,2%,-4%,x
Cc1ccc(C(=O)N/N=C/c2cc(C)n(-c3ccc(Br)cc3)c2C)cc1[N+](=O)[O-],4%,-4%,-2%,-13%,13%,1%,2%,-12%
CC1(C)CC(=O)C2=C(C1)NC1=C(C(=O)c3ccccc31)C2c1cccnc1 (stereo not drawn),u,-3%,i,33%[activator],-1%[53 µM],-3%[53 µM],5%,-25%
COc1ccccc1NNC(=O)C(O)(c1ccccc1)c1ccccc1,u,-2%,-2%,2%,5%,-6%,x,1%
CCCOc1ccc(N2C(=O)CC(N(Cc3ccco3)C(=O)CCC(=O)O)C2=O)cc1 (stereo not drawn),3%,-5%,-4%,6%,0%,0%,11%[15.4 µM],2%
O=C(CN1CCOCC1)N1CCCc2c1c(=O)oc1ccc(OCc3ccccc3)cc21,2%,3%,2%,-2%,-8%,-1%,0%,-8%
O=C(CN1C(=O)/C(=C/c2c(F)cccc2Cl)Oc2ccccc21)NCc1ccco1,-3%,14%,-2%,1%,-6%,0%,u,6%
O=C(CC12CC3CC(CC(C3)C1)C2)NCc1ccco1,-4%,7%,i,200%[activator],-1%,-1%,-14%,3%
Cc1cccc(-n2c(O)c(C=Nc3cc(O)ccc3C)c3ccccc3c2=O)n1,-14%,-7%,-1%,14%,-3%,-7%,u,-7%
O=C(COc1ncnc2sccc12)NC1CCS(=O)(=O)C1 (stereo not drawn),-6%,-12%,-14%,7%,-5%,0%,-1%[15.4 µM],4%
[O-]/C(=C(\C(=S)Nc1ccccc1F)[n+]1ccccc1)c1ccc(OC(F)F)cc1,1%,-5%,-18%,-1%,10%,0%,x,x
O=C(COc1cccc(Br)c1)NN=C1c2ccccc2-c2ccccc21,11%,-8%,-7%,0%,1%,0%,-1%,19%
CC(NC(=O)C1CCCN1C(=O)OCc1ccccc1)c1ccccc1 (stereo not drawn),4%,2%,-6%,3%,6%,0%,-13%,x
CCN(CC)CCNC(=O)C(=O)NCC1OCCN1C(=O)c1ccc2c(c1)OCO2 (stereo not drawn),-1%,7%,2%,0%,-4%[53 µM],-1%[53 µM],6%,4%
CCOC(=O)c1cnc(-n2nc(C)cc2C)nc1NCc1ccc2c(c1)OCO2,0%,-22%,i,5%,-2%,1%,6%,x
N#CC1=C(S)N(c2ccc(F)cc2)C2(CCCCC2)NC1=O,-8%,-3%,0%,-3%,-6%,-6%,0%,7%[11.4 µM]
Cc1cc(C)nc(SCc2nnc(SCC(=O)O)n2-c2ccccc2)n1,22%,1%,i,12%,-3%,-2%,u,10%
O=C(NCc1ccccn1)C(=O)C1C(=O)Nc2ccccc21 (stereo not drawn),-1%,0%,-1%,-14%,-5%,0%,-1%,x
NS(=O)(=O)c1ccc(N2N=C(c3ccc(Br)cc3)CC2c2ccc(F)cc2)cc1 (stereo not drawn),-12%,u,-2%,7%,-9%,-3%,u,77%[activator]
Cc1c(CCOC(=O)C2C3CC4CC(C3)CC2C4)sc[n+]1CC(=O)c1ccc(Br)cc1 (stereo not drawn),5%,2%,-13%,16%,0%,-2%,-1%,-2%
c1ccc(Oc2cc(-c3ccccc3)nc(-c3ccccc3)n2)cc1,9%,-4%,-6%,0%,3%,-29%,-11%,8%
O=C(NCCc1ccccn1)c1ccc(S(=O)(=O)N2CCCCCC2)cc1,3%,1%,i,4%,5%,0%,0%,-5%
CN(C)c1cccc2c(C=C(C#N)C#N)ccc(N(C)C)c12,-5%,-3%,16%,124%[activator],-5%,3%,-9%,-15%

# Entries of single compounds, quoted from the list. Screens in order: GAA glycogen mod | GAA spleen mod | RECQ1 inh | RGS12 GoLoco inh | TRb-SRC2 inh | TexasRed fluor | GAA inh | L3MBTL1 inh
# Entry for CC1=CSC2=NC(=O)/C(=C\c3cccn3-c3ccccc3)C(=N)N12 = -7% | 2% | -1% | 99%[activator] | -4% | -4% | -6% | -10%
# Entry for c1ccc(Oc2cc(-c3ccccc3)nc(-c3ccccc3)n2)cc1 = 9% | -4% | -6% | 0% | 3% | -29% | -11% | 8%
# Entry for CC1(C)CC(=O)C2=C(C1)NC1=C(C(=O)c3ccccc31)C2c1cccnc1 (stereo not drawn) = u | -3% | i | 33%[activator] | -1%[53 µM] | -3%[53 µM] | 5% | -25%

# Individual results from the list:
# TexasRed fluor result of `NS(=O)(=O)c1ccc(N2N=C(c3ccc(Br)cc3)CC2c2ccc(F)cc2)cc1` (stereo not drawn) → -3%
# RGS12 GoLoco inh result of `CC(NC(=O)C1CCCN1C(=O)OCc1ccccc1)c1ccccc1` (stereo not drawn) → 3%
# TexasRed fluor result of `CCN(CC)CCNC(=O)C(=O)NCC1OCCN1C(=O)c1ccc2c(c1)OCO2` (stereo not drawn) → -1%[53 µM]

# Continued:
SMILES,GAA glycogen mod,GAA spleen mod,RECQ1 inh,RGS12 GoLoco inh,TRb-SRC2 inh,TexasRed fluor,GAA inh,L3MBTL1 inh
O=C1C=C(O)CC(c2ccco2)C1 (stereo not drawn),-1%,-4%,u,2%,-4%,-10%,2%,14µM*
Cc1ccc(C(=O)O)c(C(=O)Nc2nc(C)cs2)c1,0%,5%,1%,3%,-17%,1%,-3%,6%
C=CCOc1ccc(C2NC(=S)NC(c3ccccc3)=C2C(C)=O)cc1OC (stereo not drawn),u,-1%,-7%,5%,-3%,-4%,-22%,-2%[11.4 µM]
COCc1nn2c(N)c(C#N)cnc2c1-c1ccccc1,-7%,1%,i,14%,-2%,-1%,-10%,8%[11.4 µM]
Cc1ccc(C(=O)Nc2ccccc2-c2ccccc2)cc1S(=O)(=O)Nc1cccc(C)c1C,-28%,-8%,-16%,5%,2%,1%,u,-4%
COc1ccccc1CC(=O)Nc1cccc2c1CCCC2,7%,3%,2%,-13%,-3%[53 µM],1%[53 µM],3%,5%
O=C(CCNC(=O)c1ccccc1Cl)Nc1ccc2c(c1)OCO2,13%,2%,i,-5%,-9%,-6%,-12%,x
C/C(N)=C(/C#N)C(=O)CSc1nnnn1-c1ccc(C)cc1C,0%,-11%,-5%,9%,1%,-2%,-9%,-9%
CCOC(=O)c1c[nH]c2c3c(ccc2c1=O)CCCC3,1%,-5%,12%,25%,-12%,1%,-2%,8%
CCCC(=O)Nc1sc(C)c(-c2ccc(C(C)CC)cc2)c1C#N (stereo not drawn),5%,-1%,-2%,6%,9%,-3%,6%,-8%
CCc1nc2ccccc2c(=O)n1NC(=O)c1c(O)c2ccccc2[nH]c1=O,4%,0%,1%,0%,-9%,-4%,-2%,40%
CCOc1ccccc1N(C(=O)Nc1ccc(Cl)cc1)C1=NCCS1,16%,-1%,-4%,x,3%,-1%,-18%,0%
Nc1ncc([N+](=O)[O-])c(Oc2ccccc2F)n1,5%,-2%,-4%,-3%,-2%,-6%,x,2%
Oc1cc2c(c(Cl)c1O)CCNC[C@H]2c1ccccc1,x,10%,u,-20%,6%,-1%,x,x
C/C(=N/N=C1/NC(=O)CC(C(=O)Nc2ccccc2)S1)c1cccs1 (stereo not drawn),8%,-1%,5%,-9%,7%,-3%,0%,-12%
Cn1c(-c2c(N)n(CCc3ccccc3)c3nc4ccccc4nc23)nc2ccccc21,1%,3%,-11%,6%,-5%,0%,-6%,x
Cc1c(NC(=O)CSc2ncccn2)c(=O)n(-c2ccccc2)n1C,1%,3%,-5%,5%,-9%,-1%,-2%,6%
Cc1cc(NC(=O)c2oc3ccccc3c2C)ccc1-n1cnnn1,3%,2%,-2%,8%,-1%,-4%,-14%,-1%
NCCCN1CCOCC1,0%,-2%,-2%,-1%,-4%,4%,-8%,x
COC(=O)c1[nH]c2cc(OC)ccc2c1NC(=O)c1ccc2c(c1)OCO2,6%,-1%,-3%,-1%,-14%,-8%,-1%,-12%
CCn1c(C)cc2c(c1=O)C(c1ccccc1)C(C(=O)OC)=C(N)O2 (stereo not drawn),7%,6%,8%,6%,2%,-3%,3%,0%
CC(=O)C1=C(C)NC(SCC(N)=O)=C(C#N)C1c1sccc1C (stereo not drawn),-9%,-3%,-2%,11%,-3%,-5%,-9%,3%
COCc1cc(C)nc2sc(C(=O)OC(C)C)c(N)c12,-4%,-2%,-2%,2%,-6%,2%,-4%,x
Cc1ccc(C)n1-c1sccc1C(=O)O,-23%,-2%,20µM*,-30%,1%,-21%,-4%,x
CCOC(=O)N1CCC(Nc2c(N3CCN(c4cccc(C(F)(F)F)c4)CC3)c(=O)c2=O)CC1,-5%,-7%,-5%,2%,-12%,-1%,-1%,-5%

# An excerpt of these results, as tab-separated lines:
molecule	GAA glycogen mod	GAA spleen mod	RECQ1 inh	RGS12 GoLoco inh	TRb-SRC2 inh	TexasRed fluor	GAA inh	L3MBTL1 inh
Cc1ccc(C(=O)N/N=C/c2cc(C)n(-c3ccc(Br)cc3)c2C)cc1[N+](=O)[O-]	4%	-4%	-2%	-13%	13%	1%	2%	-12%
CN(C)c1cccc2c(C=C(C#N)C#N)ccc(N(C)C)c12	-5%	-3%	16%	124%[activator]	-5%	3%	-9%	-15%

# Rewritten bar-delimited: part of the list above.
molecule | GAA glycogen mod | GAA spleen mod | RECQ1 inh | RGS12 GoLoco inh | TRb-SRC2 inh | TexasRed fluor | GAA inh | L3MBTL1 inh
O=C1C=C(O)CC(c2ccco2)C1 (stereo not drawn) | -1% | -4% | u | 2% | -4% | -10% | 2% | 14µM*
Cc1ccc(C(=O)O)c(C(=O)Nc2nc(C)cs2)c1 | 0% | 5% | 1% | 3% | -17% | 1% | -3% | 6%

# Screens (PubChem)
